# Bioassay records as filed in PubChem BioAssay.
# Efa HMGR inh – inhibitors of class II HMG-CoA reductase from Enterococcus faecalis | 0.41% of 190,000 active | purified E. faecalis HMGR, NADPH absorbance 340 nm kinetic | inhibition, % at 10 µM;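 active = inhibition above a set limit, the median over all tested compounds plus 3 SD, cut at about 9.5% in these data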;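 note: enzyme runs in reverse so mevalonate oxidation gives rising NADPH absorbance; 0% = complete reaction with DMSO and 100% = background rate lacking mevalonate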
# PMI act hi M6P – increases human PMI activity with near-saturating mannose 6-phosphate; coupled PMI enzyme assay, resazurin fluorescence, 20 min; stronger effect = higher value; 1 = untreated enzyme, 0 = substrate-free blank; activation factor at 20 µM; 0.34% of 190,000 active; AID 1216;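 active = activation factor of 2 or more at 20 µM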
# Target sequence (P34949 whole entry, looked up): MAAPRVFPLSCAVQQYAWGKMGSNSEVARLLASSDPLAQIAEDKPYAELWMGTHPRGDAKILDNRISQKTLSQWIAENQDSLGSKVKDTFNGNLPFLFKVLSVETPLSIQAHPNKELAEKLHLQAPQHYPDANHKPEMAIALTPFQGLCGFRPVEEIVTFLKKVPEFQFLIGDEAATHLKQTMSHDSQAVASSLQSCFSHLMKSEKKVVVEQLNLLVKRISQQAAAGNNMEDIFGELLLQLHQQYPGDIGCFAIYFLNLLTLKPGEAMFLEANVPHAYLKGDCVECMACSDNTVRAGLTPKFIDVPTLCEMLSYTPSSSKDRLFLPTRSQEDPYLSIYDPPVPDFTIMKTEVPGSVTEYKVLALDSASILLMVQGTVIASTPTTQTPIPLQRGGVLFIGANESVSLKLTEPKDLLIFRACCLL
#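 Material: human phosphomannose isomerase with PGI, G6PDH, diaphorase coupling enzymes / Reagent: Man-6-P substrate 1.0 mM / Dosing: single compound dose of 20 µM, 1% DMSO final / Incubation: enzyme reaction with compound 20 min at room temperature / Signal: resorufin fluorescence (Ex 544/Em 590 nm) from resazurin via diaphorase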
# PMI act – phosphomannose isomerase (human) activation | 0.005% of 190,000 active | P34949 | purified human PMI, coupled resazurin fluorescence, 20 min; stronger effect = higher value; 1 = vehicle control, 0 substrate-free wells | activation factor at 20 µM;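 active = activation factor of 2 or more at 20 µM, relative to plate controls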
# G6PDH counter – counter-screen for G6PDH assay hits: L. mesenteroides G6PDH inhibition. Purified L. mesenteroides G6PDH, diaphorase/resazurin coupled fluorescence, 45 min. inhibition, % at 5 µM. 0.12% of 200,000 active. AID 1020; in the data active = inhibition above about 50%
# TNAP act hiacc – increases human TNAP activity under high phosphate acceptor concentration. P05186. purified TNAP, CDP-star luminescence, 1 M DEA, 30 min; stronger effect = higher value; 0 = EDTA background, 1 = DMSO-only activity. activation factor at 20 µM. 200,000 tested, under 10 active;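 active = activation factor at least 2 at 20 µM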
# Target sequence (P05186 whole entry, looked up): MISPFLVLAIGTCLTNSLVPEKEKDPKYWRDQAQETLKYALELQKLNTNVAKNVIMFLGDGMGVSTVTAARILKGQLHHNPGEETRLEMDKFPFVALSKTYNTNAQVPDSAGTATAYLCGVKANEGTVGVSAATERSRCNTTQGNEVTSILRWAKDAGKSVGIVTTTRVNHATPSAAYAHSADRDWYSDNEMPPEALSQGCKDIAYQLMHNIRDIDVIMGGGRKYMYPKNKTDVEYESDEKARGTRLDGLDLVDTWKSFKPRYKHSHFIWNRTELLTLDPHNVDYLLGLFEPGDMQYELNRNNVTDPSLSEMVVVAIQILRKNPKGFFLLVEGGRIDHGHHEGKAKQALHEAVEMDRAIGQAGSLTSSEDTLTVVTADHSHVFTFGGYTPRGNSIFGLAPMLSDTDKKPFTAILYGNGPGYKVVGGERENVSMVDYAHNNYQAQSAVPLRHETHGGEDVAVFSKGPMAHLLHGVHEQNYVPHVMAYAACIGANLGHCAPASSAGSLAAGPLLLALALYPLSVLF
#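 Control set: EDTA negative control, DMSO positive control / Assay system: human TNAP / Quantity: TNAP 1/800 final / Evaluation: TNAP activation factor scaled between EDTA and DMSO control wells / Measured by: luminescent substrate turnover signal / Compound dosing: one dose, 20 µM / Times: 30 min enzyme reaction at room temperature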
# Diaph inh CS – diaphorase inhibition or chemical oxidation counter-screen. diaphorase resazurin-to-resorufin fluorescence, NADH, 16 min; bacterial (C. kluyveri) enzyme, not human. inhibition, % at 20 µM. 0.69% of 190,000 active. AID 1217;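 active = primary screen inhibition at 20 µM above a set limit, cut at about 50% in these data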;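 note: plate controls were DMSO with full reaction for no effect and wells lacking NADH for full effect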
#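 Assay system – diaphorase enzyme from Clostridium kluyveri · Amount – diaphorase 0.14 U/mL (working solution) · Times – reaction incubation of 16 min at room temperature · Controls – No-NADH positive control and DMSO neutral control · Signal – resorufin fluorescence 544/590 nm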
# TNAP inh noacc – inhibitors of human TNAP without phosphate acceptor. P05186. purified TNAP, CDP-star luminescence, 30 min. inhibition, % at 20 µM. 0.26% of 200,000 active. AID 1012;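 active = tissue-nonspecific alkaline phosphatase inhibition above about 50% at 20 µM in the single-dose screen, limit read from the data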;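 note: 0% = DMSO negative control and 100% = EDTA positive control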
# FLuc stim CS – firefly luciferase counter-screen for stimulation assays | P08659 | ATPlite luciferase biochemical, luminescence, 10 min; 0 = ATP-free wells, 1 = DMSO control | activation factor at 10 µM | 200,000 tested, under 10 active;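 active = luciferase activation factor, scaled between plate controls, of at least 2 with compound at 10 µM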
#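 System: Luciferase/luciferin detection reagent, cell-free biochemical luciferase assay | Medium: PBS buffer for ATP | Dosing: Test compounds dosed from 2 mM stocks in 100% DMSO | Timing: 10 min at ambient temperature | Signal: Luminescence measurement of luciferase light output | Evaluation: Luciferase activation, seen as luminescence increase over controls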
# TNAP inh hi DEA – blocks human TNAP under high phosphate acceptor concentration; inhibition, % at 20 µM; P05186; 0.03% of 200,000 active; purified TNAP, CDP-star luminescence, 1 M DEA;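 active = over 50% inhibition of tissue-nonspecific alkaline phosphatase at 20 µM in the single-dose screen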;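 note: plate controls were DMSO wells for no effect and EDTA-quenched wells as full inhibition for full effect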
# Diaphorase act – diaphorase activation or chemical reduction counter-screen; activation factor at 20 µM; 0.005% of 190,000 active; Diaphorase/resazurin coupled assay, resorufin fluorescence, 16 min; stronger effect = higher value; 1 = vehicle wells, 0 = NADH-free wells; AID 1229;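 active = diaphorase activity raised at least twofold by the compound at 20 µM; inactive = activation factor below 2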
#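 Material: purified diaphorase enzyme from Clostridium kluyveri; Also added: 0.114 mM NADH and 0.1 mM resazurin, final amounts; Doses: single compound dose of 20 µM, 1% DMSO final; Times: 16 min enzyme reaction, ambient temperature; Detection: resorufin fluorescence, excitation 544 nm, emission 590 nm; Measure: increased resorufin signal from activators or reducing compounds.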
# Active calls of the source: *; nt = no result given.
structure,Efa HMGR inh,PMI act hi M6P,PMI act,G6PDH counter,TNAP act hiacc,Diaph inh CS,TNAP inh noacc,FLuc stim CS,TNAP inh hi DEA,Diaphorase act
COC(Cc1n[nH]c(=S)n1-c1ccccc1)OC,-1.8,1,1.1,6.5,1.1,8.2,1.6,1.1,-5.1,0.9
N=C1CCCN1CC(=O)c1cccs1,0.8,0.8,0.9,19.1,1,8.8,-5.5,1,-3.7,0.9
Cc1csc(=Nc2c(C)n(C)n(-c3ccccc3)c2=O)n1Cc1ccccc1,-3.6,0.9,0.9,4.1,1,19.4,-10.4,1,-3.2,0.8
Cc1ccc2c(c1)C1CN(C)CCC1N2C(=O)Nc1ccc(Cl)cc1 (stereo not drawn),1.0,1.1,1.1,3.5,1.1,5.6,-12.3,1,-5.7,0.9
COc1ccc(C2=NOC(C(=O)O)C2)cc1 (stereo not drawn),-3.3,1.1,1.1,1.6,1.1,-0.6,-3.1,1.1,-5.6,1
COCCOC(=O)c1c(C)nc(SCC(=O)Nc2cccc3ccccc23)c(C#N)c1-c1ccco1,1.4,0.8,0.8,4.9,1,21.6,-5.5,1,-3.2,0.8
O=C(NNCC(O)COc1ccccc1)c1ccccc1 (stereo not drawn),-1.1,1,1,-6.5,1,13.7,-12.9,1,-4.6,0.9
O=C(c1ccccc1)c1ccccc1C(=O)N1CCN(C(=O)c2ccccc2)CC1,0.0,1,1,3.3,1.1,2.9,-16.0,1.1,-7.5,1
CCOc1ccc(Nc2nc(NCC3CCCO3)c3ccccc3n2)cc1 (stereo not drawn),-6.5,1.1,1,5.5,1,-15.0,-7.4,1,0.9,1.1
Cc1cc(C)nc(Nc2ccc(C)c([N+](=O)[O-])c2)n1,-4.9,0.9,1,3.9,1,9.8,-2.2,1.1,-2.0,0.9
COc1ccccc1NS(=O)(=O)c1cccc(C(=O)N/N=C/c2ccccc2OCC(=O)O)c1,1.4,0.9,0.9,10.9,1,10.3,-29.4,1,-2.7,0.9
CCc1nc(-c2ccc(-c3ccc(OC)cc3)nc2OC)no1,-0.6,0.9,0.9,-4.8,1,5.7,2.5,1,4.8,0.9
N#C/C(=C\c1ccc([N+](=O)[O-])o1)C(=O)Nc1ccc(F)cc1,-2.9,0.7,1.2,12.6,1,16.5,0.3,1,2.2,0.8
CC(NC(=O)c1ccccc1)c1ccc(F)cc1 (stereo not drawn),-10.2,0.7,0.8,3.5,1,10.5,0.2,1.1,-1.8,0.9
Cc1cc(C)n(C(=O)C23CC4CC(CC(C4)C2)C3)n1,1.0,0.9,1,-13.1,1,9.1,-7.9,1.1,0.7,0.9
COc1cc(/C=N/NC(=Nc2ccc(C)cc2)c2nc3ccccc3s2)ccc1O,-0.8,1.1,1,5.0,0.9,8.7,19.0,0.7,11.3,0.9
c1csc(-c2nc(-c3ccncc3)no2)c1,2.1,1,1.1,-1.0,1.1,-0.4,-13.7,0.8,-5.0,1
CCN(C1=NS(=O)(=O)c2ccccc21)N(CC)S(=O)(=O)c1ccc(C)cc1,-1.8,0.9,1,2.7,1,25.3,-9.1,1.1,-4.6,0.7
Cc1cnn(-c2cc(Oc3ccccc3)ncn2)c1,-2.6,1.1,1.1,5.1,1.1,-1.0,-13.5,0.9,-7.7,1
COc1ccc(C(=O)c2c[nH]c(C(=O)N=CN(C)C)c2)cc1,0.1,1,1.1,-3.3,1,7.3,-8.9,1,2.6,0.9
COC(=O)c1c(NC(=O)CC2SC(N)=NC2=O)sc2c1CCC(C(C)(C)C)C2 (stereo not drawn),-0.3,0.9,0.7,8.9,1,21.5,-58.7,1,2.6,0.8
Cn1c(NCCCN2CCOCC2)nc2c1c(=O)n(Cc1ccc(Cl)c(Cl)c1)c(=O)n2C,-4.5,1,0.9,5.0,1,1.6,-5.9,1.1,-4.1,1
NS(=O)(=O)c1ccc(CCNC(=S)Nc2ccc(F)cc2)cc1,-4.4,1,1,14.9,1,-4.4,-4.1,1,-1.6,1
N#Cc1c(N)sc2c1CCCCCC2,-3.6,1.1,1.1,2.8,1,18.4,-5.3,1,-3.3,0.8
Cc1cc([N+](=O)[O-])c2[nH]c(C(=O)N/N=C/c3ccccc3C(=O)O)c(-c3ccccc3)c2c1,-3.6,0.9,0.9,10.9,1,10.4,7.1,1,2.9,0.9
Fc1ccc2[nH]c3c(N4CCSCC4)ncnc3c2c1,-3.2,0.9,0.8,-17.2,1,17.8,-7.8,1,-2.8,0.8
Cc1sc(Nc2ccc([N+](=O)[O-])cc2)nc1-c1c(C)n(C)n(-c2ccccc2)c1=O,1.5,0.9,0.8,1.5,0.9,26.8,4.2,1,7.3,0.7
CC(=O)NCc1c(Cl)cccc1-n1cccc1,-3.1,0.9,1,25.6,1,1.0,-5.3,1,-1.8,1
Cc1ccc(S(=O)(=O)N2CCCCC2)cc1NC(=O)COC(=O)c1ccc2c(c1)OCO2,-5.9,0.9,0.7,20.3,1,18.7,-17.1,1.1,2.8,0.8
CC1CCN(C(=O)c2ccc(N(C)S(C)(=O)=O)cc2)CC1,0.8,0.9,0.9,-10.6,1,12.6,-7.0,1,-0.8,0.9

# Record cards (already shown). Order of values: Efa HMGR inh | PMI act hi M6P | PMI act | G6PDH counter | TNAP act hiacc | Diaph inh CS | TNAP inh noacc | FLuc stim CS | TNAP inh hi DEA | Diaphorase act
# CCOc1ccc(Nc2nc(NCC3CCCO3)c3ccccc3n2)cc1 (stereo not drawn) is entered as -6.5 | 1.1 | 1 | 5.5 | 1 | -15.0 | -7.4 | 1 | 0.9 | 1.1
# Cc1ccc(S(=O)(=O)N2CCCCC2)cc1NC(=O)COC(=O)c1ccc2c(c1)OCO2 is entered as -5.9 | 0.9 | 0.7 | 20.3 | 1 | 18.7 | -17.1 | 1.1 | 2.8 | 0.8
# COc1ccccc1NS(=O)(=O)c1cccc(C(=O)N/N=C/c2ccccc2OCC(=O)O)c1 is entered as 1.4 | 0.9 | 0.9 | 10.9 | 1 | 10.3 | -29.4 | 1 | -2.7 | 0.9
# Cc1ccc2c(c1)C1CN(C)CCC1N2C(=O)Nc1ccc(Cl)cc1 (stereo not drawn) is entered as 1.0 | 1.1 | 1.1 | 3.5 | 1.1 | 5.6 | -12.3 | 1 | -5.7 | 0.9
# N=C1CCCN1CC(=O)c1cccs1 is entered as 0.8 | 0.8 | 0.9 | 19.1 | 1 | 8.8 | -5.5 | 1 | -3.7 | 0.9

# Next results
structure,Efa HMGR inh,PMI act hi M6P,PMI act,G6PDH counter,TNAP act hiacc,Diaph inh CS,TNAP inh noacc,FLuc stim CS,TNAP inh hi DEA,Diaphorase act
COc1ccc(/C=C/CN2CCN(Cc3ccc(F)cc3)C(CCO)C2)cc1 (stereo not drawn),2.3,0.9,0.9,5.9,1.1,10.9,-8.6,1.1,-8.8,0.9
Cc1cccn2cc(-c3ccc(S(=O)(=O)N4CCCCC4)cc3)nc12,10.1*,nt,nt,19.1,1,nt,-5.6,1,-4.1,nt
O=C(Cc1ccc2c(c1)OCCO2)c1c(O)cc(O)cc1O,-1.0,1,1,13.7,1,14.3,-10.5,1,-2.2,0.9
CSc1nc(-c2ccco2)nn1S(C)(=O)=O,1.8,1.2,1,9.4,1,5.7,-3.7,1,-3.3,0.9
COc1ccc(C(=O)NCc2ccc3c(c2)cc(C)n3C)cc1,-5.1,1,1,11.3,1.1,0.1,-9.9,1,-5.6,1
COCCN(CCOC)C(=O)CCn1c(=O)oc2ccccc21,-1.4,0.9,1,2.3,1,6.9,-4.0,1,0.5,0.9
Cc1ccc2cc(C#N)c(SCc3nnc(-c4ccccc4[N+](=O)[O-])o3)nc2c1,1.9,0.9,0.8,-10.4,1,19.0,-2.9,1,4.2,0.8

# Entries above that bear a hit mark in Efa HMGR inh.
structure	Efa HMGR inh	PMI act hi M6P	PMI act	TNAP act hiacc	TNAP inh noacc	TNAP inh hi DEA
Cc1cccn2cc(-c3ccc(S(=O)(=O)N4CCCCC4)cc3)nc12	10.1*	nt	nt	1	-5.6	-4.1

# A second format for 2 compounds above.
> COc1ccc(/C=C/CN2CCN(Cc3ccc(F)cc3)C(CCO)C2)cc1 (stereo not drawn)
  Efa HMGR inh: 2.3; PMI act hi M6P: 0.9; PMI act: 0.9; G6PDH counter: 5.9; TNAP act hiacc: 1.1; Diaph inh CS: 10.9; TNAP inh noacc: -8.6; FLuc stim CS: 1.1; TNAP inh hi DEA: -8.8; Diaphorase act: 0.9
> O=C(Cc1ccc2c(c1)OCCO2)c1c(O)cc(O)cc1O
  Efa HMGR inh: -1.0; PMI act hi M6P: 1; PMI act: 1; G6PDH counter: 13.7; TNAP act hiacc: 1; Diaph inh CS: 14.3; TNAP inh noacc: -10.5; FLuc stim CS: 1; TNAP inh hi DEA: -2.2; Diaphorase act: 0.9
